Screening results deposited in PubChem BioAssay by National Center for Advancing Translational Sciences (NCATS).
HT1080-NT tox: qHTS for induction of synthetic lethality in tumor cells producing 2HG: qHTS for the HT-1080-NT fibrosarcoma cell line; 360,000 compounds, 1.6% hits; HT-1080-NT fibrosarcoma viability, CellTiter-Glo ATP luminescence, 48 h; AID 686970, 2013; Potency, µM (doses to about 46.1 µM), for the others: at the highest dose activity, negative = less viability, usual class: cytotoxic;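 note: NT is the 2HG producing partner of a matched IDH1 knockdown line; potency is the fitted concentration of half-maximal effect; 0% = DMSO-treated cells and -100% = media-only wells without cells; nearly all actives have a fitted effect of over 55% in size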
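HT-1080-NT fibrosarcoma cells (2HG-overproducing), 750 cells/well in RPMI with 5% FBS, dosed after 2 h and incubated 48 h at 37C. CellTiter-Glo luminescence normalized to DMSO and no-cell wells; concentration-response curves fitted and classed.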
MCF10A rerep: A quantitative high throughput screen for small molecules that induce DNA re-replication in MCF 10a normal breast cells; MCF 10A DNA re-replication, Hoechst nuclear intensity, 48 h; Potency, µM (titrated, usually from 46.1 µM), inactives show top-dose activity, positive = re-replication, usual class: activators; 350,000 compounds, 2.9% hits; AID 624296, 2012; note: potency is the fitted concentration of half-maximal effect; % of control where 0% means no effect; nearly all actives have a fitted effect of over 50% in size
ATXN2 expr inh: Primary qHTS for Inhibitors of ATXN expression; HEK-293 ATXN2-luciferase reporter, luminescence, 24 h; Potency, µM (top dose mostly 57 µM), for the others: at the top dose activity change, negative = inhibition, hits mostly inhibitors; 360,000 compounds, 0.72% hits; note: potency is the fitted concentration of half-maximal effect; % is set by controls: 0 for no effect and ±100 for the full control effect; nearly all actives have a fitted effect of over 55% in size
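ATXN2-luciferase reporter cells (luciferase flanked by upstream and downstream ATXN2 gene portions) were treated 24 h at 37 °C with compounds at up to 57 uM. SteadyGlo luminescence gave expression; GF-AFC fluorescence gave viability.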
SW480 rerep: A quantitative high throughput screen for small molecules that induce DNA re-replication in SW480 colon adenocarcinoma cells | SW480 DNA re-replication, Hoechst DNA content imaging, 48 h | 340,000 compounds, 1.8% hits | Potency, µM (doses to about 46.1 µM), without a hit: at the top dose re-replication activation, most hits filed as activators | AID 624297, 2012; note: potency is the fitted concentration of half-maximal effect; % of control where 0% means no effect; nearly all actives have a fitted effect of over 55% in size
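250 cells/well; 23 nL cpd via pin tool; 48 hr, 37 C, 5% CO2; Hoechst 40 min; imager read of total nuclear intensity, ex 405/em 500-530 nm.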
IL1B secr inh: qHTS for Inhibitors of Inflammasome Signaling: IL-1-beta AlphaLISA Primary Screen; THP-1 LPS/ATP IL-1B secretion, AlphaLISA, 16 h; active compounds read low; activity change, % at 57.5 µM; 360,000 compounds, 4.7% hits; in the data active = activity change below about -50%; inconclusive = mostly about -30% to -49%; note: % is set by controls: 0 for no effect and ±100 for the full control effect
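THP-1 cells pretreated 1 hr with compounds (up to 57.5 uM final), then stimulated with LPS (250 ng/mL final) plus ATP (1.25 mM final); secreted IL-1B measured by AlphaLISA after 16 hr, decreased signal indicating inhibition.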
ATXN viability: Viability Counterscreen for Primary qHTS for Inhibitors of ATXN expression | 400,000 compounds, 0.49% hits | Potency, µM (titrated, usually from 56.7 µM), most hits filed as cytotoxic | S2 cells (HEK-293 line with an ATXN2-luciferase reporter) viability, CellTiter-Fluor protease fluorescence, 24 h | AID 651635, 2014; note: potency is the fitted concentration of half-maximal effect; nearly all actives have a fitted effect of over 40% in size
HT1080 IDH1KD tx: qHTS for induction of synthetic lethality in tumor cells producing 2HG: qHTS for the HT-1080-IDH1KD cell line; HT-1080 IDH1 knockdown viability, ATP luminescence, 48 h; 360,000 compounds, 2% hits; Potency, µM (highest dose often 46.1 µM), without a hit: at the top dose activity, negative = toxicity, usual class: cytotoxic;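 note: potency is the fitted concentration of half-maximal effect; 0% = DMSO wells and -100% = cell-free medium wells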
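CellTiter-Glo luminescence after 48 h compound exposure at 37 degrees C of IDH1-knockdown HT-1080 cells in 5% FBS RPMI. %Activity scaled between DMSO wells and cell-free media wells, with curves fitted and assigned curve classes.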
KB-3-1 cytotox: qHTS assay for MDR1-selective chemotherapeutics: Primary screen using the parental adenocarcinoma cell KB-3-1. KB-3-1 viability, CellTiter-Glo ATP luminescence, 72 h. Potency, µM (highest dose often 46.1 µM), inactives show top-dose activity change, negative = cytotoxic, hits mostly cytotoxic. 400,000 compounds, 1.4% hits; note: potency is the fitted concentration of half-maximal effect; % is set by controls: 0 for no effect and ±100 for the full control effect; nearly all actives have a fitted effect of over 60% in size
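Screening of KB-3-1 cells (DMEM, 10% FBS, phenol-red free) ran from lowest to highest compound concentration; after 72 h at 37 °C viability was read luminescently and curves fitted.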
HepG2 viability: qHTS for Inhibitors of TGF-b: Cytotox Counterscreen. Potency, µM (titrated, usually from 46.1 µM), for inactives: top-dose activity change, negative = cytotoxicity, hits mostly cytotoxic. HepG2 CAGA-GFP viability, ATP luminescence, 18 h. 410,000 compounds, 0.76% hits; note: potency is the fitted concentration of half-maximal effect; some results filed as inactive show a strong effect at the top dose
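CellTiter-Glo luminescence gave cytotoxicity after 18 hours at 37 degrees C. The cells were HepG2 CAGA-GFP in 1% FBS DMEM, stimulated with 500 pg/mL TGF-beta after compound addition. %Activity was normalised to no-cell wells (complete cell-killing) and DMSO (no toxicity), and curves were fitted and classified.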
* marks the source's active call; other numbers are inactive results; i = inactive; ? = inconclusive; . = not tested or not shown; [ ] = another dose, or the depositor's remark. Unless noted, calls come from the whole dose curve; as a rule, active = well fitted curve in the direction sought with a large enough effect; inconclusive = small, poorly fitted or top-dose-only effect, or another doubt; inactive = no such curve, though single readings can be large; an effect the other way counts as inactive or inconclusive. Hits appear at their usual frequency; 8.9% or so of the library scored in one or more.

SMILES | HT1080-NT tox | MCF10A rerep | ATXN2 expr inh | SW480 rerep | IL1B secr inh | ATXN viability | HT1080 IDH1KD tx | KB-3-1 cytotox | HepG2 viability
Cc1c(Br)c(=O)oc2c(Br)c(O)ccc12 | 9.6% | -1.4% | -14.8% | 5.1% | 11.6 | . | 2.0% | 11.3% | 0.1%
CCS(=O)CCSC(=N)N (configuration not stated) | 24.7% | -2.7% | 4.1% | -0.3% | 3.7 | i | 28.7% | -1.9% | -2.6%
Cc1nc2ccccc2n1CC(=O)NC1CCCC1 | 4.3% | -15.9% | -19.7%[11.3 µM] | -2.7% | 17.1 | i | -3.0% | -13.8% | 10.4%
Cc1ccc(C2(C)NC(=O)N(CC(=O)NNC(=O)c3cc(C)oc3C)C2=O)cc1 (configuration not stated) | -5.2% | -7.6% | -8.7% | -0.4% | ? | i | -0.4% | 12.0% | -5.8%
O=C(CCCOc1ccccc1)N1CCN(C(=O)c2ccco2)CC1 | 0.3% | 11.2% | 23.5% | -1.2% | 1.5 | i | 1.8% | 8.1% | 18.2%
COc1cc(CNC(C)c2ccccc2)c(Br)cc1OCC(N)=O (configuration not stated) | 3.5% | 3.8% | 1.3% | -9.5% | -1.3 | i | 6.7% | 0.5% | -0.2%
C=CCN1C(=O)CS/C1=C(\C#N)S(=O)(=O)c1ccc(C)cc1 | -4.3% | -1.4% | -8.4% | -0.2% | -9.9 | i | -8.1% | 1.9% | -47.4%
Cn1c2ccccc2c2c(C(=O)NCc3ccco3)cn(C3CCCCC3)c(=O)c21 | -3.0% | ? | -1.2% | ? | -7.9 | i | -2.4% | -18.4% | -2.4%
COc1ccc(CCNC(=O)c2ccc3c(c2)N(Cc2ccccc2F)C(=O)c2ccccc2S3(=O)=O)cc1OC | . | . | 7.1% | . | . | i | . | -1.5% | -4.4%
COC(=O)CC1C(=O)NC2CCCCC2N1C(=O)CCl (configuration not stated) | ? | ? | 4.8% | 12.5% | -61.9* | i | ? | ? | -16.7%
O=C(CSc1ncn[nH]1)N1CCN(S(=O)(=O)c2ccc(Cl)cc2)CC1 | 4.2% | 9.5% | -3.5% | 1.2% | 0.1 | i | 8.0% | -0.8% | -3.0%
CCOc1ccc(C(=O)OCC(=O)Nc2ccc3c(c2)OCCO3)cc1OC | -0.6%[9.24 µM] | ? | -11.0% | -14.1% | 9.5 | i | -15.2% | 18.9% | 0.3%
COc1cc2c(cc1OC)CN(C(=S)Nc1cccc(Cl)c1C)CC2 | -6.1% | -3.8% | -35.9% | -8.1%[9.22 µM] | -1.2 | i | -14.5% | -3.4% | -16.7%
Cc1nc(NC(=O)C(C)(C)C)sc1-c1csc(N)n1 | -6.6% | . | 2.8% | . | -12.4 | i | -8.7% | -0.5% | -1.4%
C=CCN1CCN(C(=O)c2oc3ccccc3c2C)CC1 | -3.9% | -4.3% | 2.6% | ? | 28.1 | i | -0.2% | 26.7% | -13.6%
Cc1cc(OCC(=O)NCCCN2CCOCC2)cc(C)c1Cl | 1.9% | 10.8% | -3.4% | -1.6% | -5.2 | i | 0.4% | 21.0% | -7.4%
CCOc1ccccc1C1N=C(N)Nc2nc3ccccc3n21 (configuration not stated) | . | . | 3.1% | . | . | i | . | 1.4% | 0.2%
COc1ccccc1CCC(=O)N(C)CC(=O)Nc1ccc(F)cc1 | -1.5% | 4.2% | -12.7% | -6.1% | -11.6 | i | 9.1% | -2.8% | -3.6%
CCCCSc1nnc(CCCCCNC(=O)OC(C)(C)C)o1 | 3.8% | 2.7% | -15.3% | -0.2% | 20.9 | i | -2.7% | -7.8% | -3.3%
Cc1ccc(S(=O)(=O)N2CCN(c3ccc([N+](=O)[O-])c4cccnc34)CC2)cc1 | -0.4% | ? | -16.1% | -1.0% | -15.0 | i | -5.8% | -0.9% | -18.7%
COc1cccc(C(=O)NCCSc2ccc(C)cc2)c1 | 0.3% | 4.5% | 10.3% | 32.9% | 34.6 | i | 5.9% | 8.1% | -1.0%
O=C(/C=C/c1ccc(Cl)cc1)c1cccnc1 | -19.7% | ? | ? | ? | ? | ? | ? | ? | -31.7%
CC1(C(=O)NNC(=O)c2ccc([N+](=O)[O-])cc2)CC1(Br)Br (configuration not stated) | -2.2% | 13.0% | -3.0% | 7.6% | 23.3 | i | -9.2% | 0.0% | -24.1%
COc1cccc(NC(=O)c2ccc(N3C(=O)C4CC=C(C)CC4C3=O)cc2)c1 (configuration not stated) | ? | -3.1% | . | -12.4% | 64.0 | ? | -28.6% | -0.5% | -2.1%
CCOC(=O)c1oc2cc(O)cc(C)c2c1C | 17.0% | 5.5% | 8.2% | -1.0% | 12.3 | ? | 14.0% | 6.5% | -16.9%
COC(=O)N1CC(=O)N(OC)C1c1ccc(Cl)cc1Cl (configuration not stated) | -1.4% | 14.7% | 6.4% | -0.6% | 3.4 | ? | -1.0% | 5.2% | -14.0%
C/C(=N/OC(=O)C1CC1c1ccccc1)c1ccccc1 (configuration not stated) | -7.6% | 12.2% | -5.4% | 1.8% | 7.0 | i | -0.1% | 3.5% | 5.0%
O=C(NC(NC(=S)Nc1ccccc1Cl)C(Cl)(Cl)Cl)c1cccc(Cl)c1 (configuration not stated) | ? | ? | ? | ? | -87.4* | ? | ? | ? | -45.4%
CC(C)(C)OC(=O)NNC(=O)Nc1ccccc1C(F)(F)F | 9.7% | -3.2% | -15.4% | -0.7% | 9.9 | i | 4.0% | 0.2% | -0.9%
CCOC(=O)N1CCN(C(=O)C2CCN(Cc3ccc(O)c(OCC)c3)CC2)CC1 | 0.6% | -15.0% | -6.2% | -1.5% | 62.8 | i | 6.0% | 0.1% | 2.4%
CC(C(=O)NCC1CCCCC1)N(C)Cc1cccc(Cl)c1 (configuration not stated) | -0.1% | ? | -18.7% | -13.2% | -16.9 | i | -0.7% | -0.4% | -10.6%
COc1cc2c(cc1OC)CN(C(=O)c1cc3ccccc3oc1=O)CC2 | ? | ? | -9.0% | ? | 12.1 | i | 16.4µM* | ? | 2.2%
O=C1COCC(=O)N1CCc1c[nH]c2ccccc12 | ? | -0.2% | 1.9% | -38.2%[inhibitor] | 0.4 | i | 22.7% | 2.3% | 6.9%
COc1ccccc1NC(=O)C(C)OC(=O)C1CC(=O)N(c2ccc3c(c2)OCCO3)C1 (configuration not stated) | 12.7% | -0.6% | 0.4% | -1.9% | 13.4 | i | -3.5% | 3.0% | 7.6%
COc1ccccc1-c1c(C)nn2c(C)c(C(C)=O)cnc12 | 3.1% | 3.9% | 6.4% | -1.5% | 3.1 | i | 3.9% | -1.9% | -6.2%
O=C(CCC(=O)c1cccs1)NNC(=O)c1ccccc1Cl | 7.9% | 26.1% | 3.7% | -8.0% | 13.9 | i | 13.5% | 13.9% | -2.5%
COc1ccc(N(CC(=O)Nc2ccc3c(c2)OCCO3)S(=O)(=O)c2c(C)noc2C)cc1 | -2.8% | ? | -14.9% | 18.0% | 0.0 | i | ? | ? | -4.2%
CCCNC(=O)c1cc(C2CCCCN2S(=O)(=O)c2ccc(C#N)cc2)on1 (configuration not stated) | 15.1% | . | 5.4% | . | -18.6 | i | 14.6% | 0.0% | -0.2%
O=[N+]([O-])c1c(N2CCN(CCO)CC2)nc2ccccn12 | 9.1% | 0.3% | . | -8.0% | 16.0 | i | 7.6% | 4.9% | -0.9%
CCCCn1c(N)c(N(CCC(C)C)C(=O)CSc2nnc3ccccn23)c(=O)[nH]c1=O | 10.5% | -3.1% | 3.8% | -6.3%[9.22 µM] | 25.7 | i | 8.9% | -11.3% | 5.7%
O=C(Nc1c(Cl)cc(Cl)cc1C(=O)NCCN1CCOCC1)c1cccc([N+](=O)[O-])c1 | 1.7% | 5.9% | -18.5% | -17.8% | 6.1 | i | 5.4% | -6.6% | -31.3%
CC12CCC(=O)N1C(C(=O)Nc1ccc(Br)cc1Cl)CS2 (configuration not stated) | -0.6% | -3.0% | -2.6% | -7.1% | -3.8 | i | -10.7% | . | 32.1%
CCn1c(SCC(=O)Nc2cc(C)on2)nnc1-c1c[nH]c2ccccc12 | 4.6% | 7.0% | -7.3% | -0.4% | 22.2 | i | -1.7% | -3.3% | 5.5%
CCC(=O)Nc1ccc(C2C(=O)c3ccccc3C2=O)cc1 | -19.0% | 5.0% | ? | 1.9% | -3.0 | ? | -10.2% | -29.6% | -21.8%
CCCC(C)NC(=O)C1CC(=O)N(CCc2ccc(F)cc2)C1 (configuration not stated) | -1.6% | 7.2% | . | 1.8% | -5.8 | ? | 1.6% | 9.2% | 8.3%
CC(C1CC2CCC1C2)n1c(-c2ccco2)n[nH]c1=S (configuration not stated) | -3.3% | 0.4% | -0.9% | -4.2% | 27.3 | ? | -28.2% | -0.1% | -11.0%
CN(C)c1cccc(C(=O)N/C=C/n2cnc3cc(C(F)(F)F)ccc32)c1 | 3.6% | 18.2% | -7.1% | -7.7% | -12.5 | i | -0.1% | -14.7% | 3.2%
